# OX1R antag-1 = blocks the human orexin 1 receptor | inhibition, % at 6.6 µM | O43613 | AID 485270 | OX1R-expressing cells, FRET antagonist read-out | 330,000 tested, 1.8% active; in the data active means inhibition mostly above about 38%, no sharp cut-off; inactive means mostly below about 40%;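 further: 0% = agonist challenge alone and 100% = reference antagonist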
# Target sequence (O43613 whole entry, looked up): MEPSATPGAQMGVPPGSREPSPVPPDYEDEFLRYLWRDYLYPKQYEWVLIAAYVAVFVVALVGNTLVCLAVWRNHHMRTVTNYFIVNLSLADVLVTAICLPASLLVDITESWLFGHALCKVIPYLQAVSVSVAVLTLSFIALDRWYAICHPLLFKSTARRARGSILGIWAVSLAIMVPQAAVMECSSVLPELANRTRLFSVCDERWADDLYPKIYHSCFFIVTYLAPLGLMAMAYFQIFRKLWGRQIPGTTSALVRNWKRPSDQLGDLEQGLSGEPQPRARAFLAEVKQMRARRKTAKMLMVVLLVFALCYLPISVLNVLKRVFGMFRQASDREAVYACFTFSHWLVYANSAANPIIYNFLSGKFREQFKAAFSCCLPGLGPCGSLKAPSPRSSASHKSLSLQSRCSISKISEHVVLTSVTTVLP
# CHT PAM = allosteric activators of human choline transporter CHT; B-score at 10 µM; 310,000 tested, 0.49% active; Q9GZV3; CHT-expressing cells, membrane potential dye, choline EC20; hits give high values; LV-AA mutant CHT in HEK293 cells;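 active means initial fluorescence not abnormally high and integrated response B-score, plate-corrected, over 3 SD above library mean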
# Target sequence (Q9GZV3 whole entry, looked up): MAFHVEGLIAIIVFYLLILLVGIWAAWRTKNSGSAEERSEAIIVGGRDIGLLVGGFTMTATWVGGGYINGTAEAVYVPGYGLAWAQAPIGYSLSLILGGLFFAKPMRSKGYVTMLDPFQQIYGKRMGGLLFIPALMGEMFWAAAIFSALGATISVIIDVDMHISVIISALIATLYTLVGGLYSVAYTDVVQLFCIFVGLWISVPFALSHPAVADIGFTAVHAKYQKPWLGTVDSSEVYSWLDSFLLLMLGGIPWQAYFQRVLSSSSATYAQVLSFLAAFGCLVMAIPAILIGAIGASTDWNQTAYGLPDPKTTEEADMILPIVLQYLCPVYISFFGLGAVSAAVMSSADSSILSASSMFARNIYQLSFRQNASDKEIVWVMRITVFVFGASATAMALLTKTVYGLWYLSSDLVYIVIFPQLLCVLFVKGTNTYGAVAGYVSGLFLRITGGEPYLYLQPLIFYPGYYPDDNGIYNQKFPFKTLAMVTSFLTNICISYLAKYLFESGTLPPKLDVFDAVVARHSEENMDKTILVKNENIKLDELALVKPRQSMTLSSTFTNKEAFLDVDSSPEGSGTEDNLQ
# OX1R antag-2 = blocks the human orexin 1 receptor | CHO/OX1R cells, Fluo-8 calcium fluorescence, orexin A | AID 434989 | inhibition, % at 5 µM | 330,000 tested, 0.43% active;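 active means inhibition above its plate's threshold, mean inhibition of all tested compounds on the plate plus 3 SD, cut at about 37% in these data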;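 further: 0% = orexin A challenge wells and 100% = SB-334867-A antagonist wells; not every result past the cut was called active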
# * marks the source's active call; other numbers are inactive results; i = inactive; / = not tested or not shown.
SMILES,OX1R antag-1,CHT PAM,OX1R antag-2
N#CCCn1cc(CNC2CCC(O)CC2)c2ccccc21 (centres undefined),7,i,-4
CN1CCN(c2ccc(Nc3ccnc4cc(Cl)ccc34)cc2)CC1,32,i,-15
CSC1=NC(NCCCO)c2c(sc3c2CC(C)(C)OC3)N1 (centres undefined),32,i,-40
Cc1nnc(NC(=O)c2ccncc2)s1,16,i,-8
O=[N+]([O-])c1cccc(-c2n[nH]c(=S)n2-c2ccccc2)c1,10,i,-21
O=C(Cc1ccc(Cl)cc1)NCc1ccccc1Cl,26,i,-9
COc1cc2c(cc1OC)C1C(C(=O)Nc3ccccc3N3CCN(C)CC3)c3ccccc3C(=O)N1CC2 (centres undefined),12,i,-20
Cc1ccc(F)c(NC(=S)Nc2cccc3ccccc23)c1,37,i,-8
CN(CC(=O)Nc1ccc(N2CCOCC2)cc1)C(=O)CC(c1ccccc1)c1ccccc1,0,i,-19
C=CC[C@@H](CC(=O)NCCO)C(=O)N[C@@H](C)COC(=O)[C@@H](CC=C)Cc1ccc(F)cc1,17,/,-31
Cc1cccc(C)c1NC(=O)COC(=O)C1C2CC3OC(=O)C1C3C2 (centres undefined),-2,i,0
CCC(CO)Oc1cc(NCc2cccc(Cl)c2)c2ncn(C(C)C)c2c1 (centres undefined),18,/,-27
CCN(CC)c1ccc(NC(=O)c2ccc(Br)o2)c(C)c1,25,i,-2
CC(=O)Nc1cccc(OCCCNC(=O)c2cccc3ccccc23)c1,28,i,-25
COc1ccc(C2CC(=O)C(C=NCCN3CCN(C(C)=O)CC3)=C(O)C2)cc1 (centres undefined),8,i,3
C/C(=N\NC(=O)c1nnn(-c2nonc2N)c1CN1CCOCC1)c1ccc(CC(C)C)cc1,-1,i,0
O=C(Nc1cccc(S(=O)(=O)NC2=NCCC2)c1)c1ccc(F)cc1F,3,/,4
CCCCn1c(N)c(N(CC)C(=O)c2c(C)noc2C)c(=O)[nH]c1=O,3,/,-4
CC1=C(C(N)=O)C(c2ccncc2)n2nc(-c3ccccc3Cl)nc2N1 (centres undefined),11,i,5
O=[N+]([O-])c1ccc2cn(-c3ccccc3)nc2c1,21,i,-15
C=CCn1c(SCC(=O)NCc2ccco2)nnc1-c1ccc2ccccc2n1,28,i,-37
COc1ccc(Cn2nnnc2C(c2ccncc2)N2CCOCC2)cc1 (centres undefined),9,i,1
Cc1ccccc1Nc1nc(N)nc(CN2C(=O)NC3(CCCCC3C)C2=O)n1 (centres undefined),16,i,-23
Nc1ccc(S(=O)(=O)NC(=O)c2ccccc2)cc1,18,i,7
COc1ccc(-c2cc(C(F)(F)F)n3nc(C(=O)NCc4ccco4)c(Cl)c3n2)cc1,20,i,-30
COc1ccc(-c2noc(CSc3nnc(Cc4ccccc4)n3-c3cccc(C)c3)n2)cc1OC,39*,i,3
CCOC(=O)c1cc(-c2csc(N/N=C/c3ccccc3Cl)n2)on1,2,i,-28
COCCN1CN=C(NS(=O)(=O)c2ccc(C)cc2)NC1,9,i,9
COC(=O)[C@H](CCSC)NC(=O)Nc1cc(C)ccc1C,17,i,-9
CCN(C(=O)CSc1nncn1-c1ccccc1)c1c(N)n(Cc2ccccc2)c(=O)[nH]c1=O,26,i,-11

# Quoted from the listing:
# OX1R antag-2 result of C=CCn1c(SCC(=O)NCc2ccco2)nnc1-c1ccc2ccccc2n1 reads -37
# OX1R antag-2 result of COc1ccc(Cn2nnnc2C(c2ccncc2)N2CCOCC2)cc1 (centres undefined) reads 1
# OX1R antag-2 result of COc1ccc(-c2cc(C(F)(F)F)n3nc(C(=O)NCc4ccco4)c(Cl)c3n2)cc1 reads -30
# OX1R antag-2 result of COc1ccc(-c2noc(CSc3nnc(Cc4ccccc4)n3-c3cccc(C)c3)n2)cc1OC reads 3

# (continued)
SMILES,OX1R antag-1,CHT PAM,OX1R antag-2
CCOc1ccc(CNC(=O)CCS(=O)(=O)c2ccc3c(c2)oc(=O)n3C)cc1,0,i,-12
COc1ccc(NC(=O)C2CCN(S(=O)(=O)c3cccc4cccnc34)CC2)cc1,10,i,-6
O=C(NCc1ccco1)C1CCN(C(=O)c2ccc(Cl)cc2Cl)CC1,5,i,-7
CCc1ccc(-c2cc(C)no2)cc1S(=O)(=O)N1CCN(c2ccccn2)CC1,8,i,-26
OC(CCc1ccncc1)COc1ccccc1 (centres undefined),26,i,-10
CCOC(=O)c1cc(C#N)c(SCc2cccc3ccccc23)nc1C,11,i,-15
O=C(O)CCC1c2cc3c4cc2OC2Oc5cc6c(cc51)C(CCC(=O)O)c1cc5c7cc1OC(O6)c1cc6cc(c1)Oc1cc(cc(C(=O)O)c1)Oc1cc8cc(c1)C(Oc1cc(c(cc1C5CCC(=O)O)C3CCC(=O)O)OC(O4)c1cc(cc(c1)Oc1cc(cc(C(=O)O)c1)O8)Oc1cc(cc(C(=O)O)c1)Oc1cc(cc2c1)Oc1cc(cc(C(=O)O)c1)O6)O7 (centres undefined),44,i,21
COc1ccc(N(CC(=O)NCCC2=CCCCC2)S(=O)(=O)c2ccc(C)cc2)cc1,6,i,-26
CC(C)(C)c1ccc(OCC(=O)N/N=C/C2CC=CCC2)cc1 (centres undefined),27,i,-20
CCCc1noc2c1C(c1cc(Br)ccc1F)C(C#N)=C(N)N2 (centres undefined),1,i,-3

# Exported with two lines to a compound: three of the compounds above.
# Each structure is followed by: OX1R antag-1 | CHT PAM | OX1R antag-2
CC(C)(C)c1ccc(OCC(=O)N/N=C/C2CC=CCC2)cc1 (centres undefined)
 : 27 | i | -20
CCc1ccc(-c2cc(C)no2)cc1S(=O)(=O)N1CCN(c2ccccn2)CC1
 : 8 | i | -26
OC(CCc1ccncc1)COc1ccccc1 (centres undefined)
 : 26 | i | -10

# Structures listed above printed as active in OX1R antag-1.
Structure | OX1R antag-1 | OX1R antag-2
COc1ccc(-c2noc(CSc3nnc(Cc4ccccc4)n3-c3cccc(C)c3)n2)cc1OC | 39* | 3

# Other entries.
SMILES,OX1R antag-1,CHT PAM,OX1R antag-2
O=C(c1cccc(F)c1)N1CCN(c2cccc(C(F)(F)F)c2)CC1,2,i,-12
Cc1c(OCC(=O)NCC(O)c2ccccc2)ccc2c3c(c(=O)oc12)CCC3 (centres undefined),9,i,-25
CC1(C)Cc2cccc(OCC(=O)N3CCN(c4ccccc4Cl)CC3)c2O1,16,i,-32
N=c1ccn2c(n1)O[C@H]1[C@@H](CO)[C@H](O)O[C@H]12,13,i,-16
Cc1ccc(NC(=O)c2cc(NC(=O)CCC(=O)O)ccc2N2CCCCC2)cc1,6,i,9
Cc1ccccc1Cn1cc(C)c(=O)[nH]c1=O,7,i,-8
Cc1cccc(N2CCN(C(=O)Cn3cnc4c3c(=O)n(C)c(=O)n4C)CC2)c1C,5,i,-21
O=C1[C@@H]2C(Cc3ccc(O)cc3)NC3(C(=O)Nc4ccc(F)cc43)[C@@H]2C(=O)N1c1ccc(F)cc1 (some centres undefined),12,i,2
O=C1C(=O)N(Cc2cccnc2)C(c2cccc([N+](=O)[O-])c2)/C1=C(\O)c1ccc2c(c1)OCCO2 (centres undefined),20,i,-17
C[C@]12C=CC(=O)C=C1CC[C@@H]1[C@@H]2[C@@H](O)C[C@@]2(C)[C@H]1CC[C@]2(O)C(=O)CO,13,i,-4

# Shown field by field: four of the compounds above
Structure: Cc1c(OCC(=O)NCC(O)c2ccccc2)ccc2c3c(c(=O)oc12)CCC3 (centres undefined)
  OX1R antag-1 = 9
  CHT PAM = i
  OX1R antag-2 = -25
Structure: CC1(C)Cc2cccc(OCC(=O)N3CCN(c4ccccc4Cl)CC3)c2O1
  OX1R antag-1 = 16
  CHT PAM = i
  OX1R antag-2 = -32
Structure: N=c1ccn2c(n1)O[C@H]1[C@@H](CO)[C@H](O)O[C@H]12
  OX1R antag-1 = 13
  CHT PAM = i
  OX1R antag-2 = -16
Structure: Cc1ccc(NC(=O)c2cc(NC(=O)CCC(=O)O)ccc2N2CCCCC2)cc1
  OX1R antag-1 = 6
  CHT PAM = i
  OX1R antag-2 = 9

# Other results follow.
SMILES,OX1R antag-1,CHT PAM,OX1R antag-2
O=C(Cc1ccccc1)c1nnc(-c2ccccc2)o1,6,i,-27
O=c1nc2ccccc2c(NS(=O)(=O)c2ccccc2)n1-c1ccccc1,11,i,-17
CCC(C)Nc1nc2c(c(=O)[nH]c(=O)n2C)n1CCOc1ccccc1 (centres undefined),-2,i,-22
O=C(NCCSc1ccccc1)c1ccccc1Cl,16,i,-19
CCCCCCCCC(=O)N/N=C/c1ccccn1,10,i,-13
COc1ccc(-c2noc(CN(C)Cc3ccccc3)n2)cc1,7,i,-28
CCOc1ccc(C(=O)Cn2cnc3ccccc3c2=O)cc1,7,i,-27
COc1cccc(NC(=O)c2nnn(CCc3ccccc3)c2N)c1,7,i,-4
O=C(COc1ccccc1C(=O)Nc1ccccc1)c1ccc(Br)cc1,21,i,-27
O=C(Nc1cc(=O)[nH]c2nc(-c3ccccc3)nn12)c1ccccc1Cl,10,i,-10
C(/C=C/c1ccccc1)=N/N1CCN(c2ccccc2)CC1,-1,i,-10
CC(C)(C)NC(=O)C(c1cccs1)N(Cc1ccco1)C(=O)c1csnn1 (centres undefined),13,i,-19
CN1CCN(CCCCOc2ccccc2-c2ccccc2)CC1,12,i,-26
N=C1C(c2nc3ccccc3s2)=C(O)CN1Cc1ccco1,15,i,3
CCOC(=O)N1CCC(NC(=O)C2CCN(c3nc(-c4ccc(OC)cc4)no3)CC2)CC1,5,i,-11
N#Cc1ccc(N2C(=O)[C@@H]3C(C(=O)c4cnccn4)=NN[C@@H]3C2=O)cc1,9,i,-9
Cc1ccc(/C=N/NC(=O)C(C)Oc2ccccc2[N+](=O)[O-])s1 (centres undefined),21,i,-5
CC(Sc1nnc(C2CC2)n1C1CC1)C(=O)Nc1ccccc1C#N (centres undefined),2,/,-10
c1ccn2c(CNc3ncnc4sccc34)nnc2c1,12,i,-2
O=C(NC1CCCCC1)c1cc([N+](=O)[O-])ccc1N1CCOCC1,24,i,-2
COc1ccc(NC(=O)COC(=O)C2C3CC4OC(=O)C2C4C3)cc1 (centres undefined),7,i,-4
CCOc1ccc(NC(=O)CN2C(=O)C(C)SC(C)C2=O)cc1 (centres undefined),5,i,-4
O=C(NCCc1ccc(Cl)cc1)c1ccc(S(=O)(=O)N2CCCC2)cc1,7,i,-34
O=C1N[C@H](Cc2c[nH]c3ccccc23)COC(=O)[C@H](Cc2ccc(F)cc2)C/C=C\C[C@H]1CC(=O)N(CCO)Cc1ccccc1,-3,/,-2
COc1cc(/C=C/C(=O)OCc2cn3cc(Cl)ccc3n2)ccc1O,18,i,-7
COc1ccccc1CC(=O)c1ccc(OCc2ccccc2)cc1,22,i,-2
CN(C)S(=O)(=O)Oc1ccc(C(=O)Nc2cccc(C(F)(F)F)c2)cc1,51*,i,1
COc1cc(F)cc(-c2ccc3c(c2)c(-c2cccs2)c(-c2cc(OC)cc(OC)c2)n3C)c1,4,/,8
Cc1ccccc1CN1CCC(n2nccc2NC(=O)c2ccc3c(c2)OCO3)CC1,20,i,-22
CN(C(=O)COC(=O)c1ccccc1Cc1ccccc1)c1c(N)n(Cc2ccccc2)c(=O)[nH]c1=O,23,i,-12
Nc1cccc(C(=O)OCC(=O)c2ccccc2)c1,13,i,-9
COc1ccc(-n2nnnc2/C=C\Nc2ccc(C)cc2)cc1,9,i,-6
COc1ccc(C(CC(=O)N2CCCC(C)C2)c2c(O)cc(OC)cc2OC)cc1 (centres undefined),34,i,-16
CS(=O)(=O)N(CCc1ccccc1)CC(=O)N1CCCC1,18,i,-7
Clc1cccc(Nc2ncnc3c2cnn3-c2ccccc2)c1,42,i,-18
O=C(NC1CC1)c1ccc(CS(=O)c2ccccc2)o1 (centres undefined),14,i,-2
COc1ccccc1-n1c(CNc2ccc(F)cc2)nnc1SCC(=O)Nc1cc(C)on1,37,i,6
CCOc1ccc(NC(=S)/C(=C(\[O-])c2ccc(C)c([N+](=O)[O-])c2)[n+]2ccccc2)cc1,25,i,-34
Cc1cc(C(=O)CSc2n[nH]c(N)n2)c(C)n1-c1ccccc1,26,i,-18
CC1=C(C(=O)O)N2C(=O)C(NC(=O)c3nn(C)c(C)c3Cl)C2SC1 (centres undefined),20,i,-10
CNC(=S)Nn1cnc2ccccc21,2,i,-8
O=c1c2c(nc3cc(-c4ccc(Br)cc4)[nH]n13)CCCC2,27,i,-8
CCN(CC(=O)NCc1cccs1)C(=O)/C=C/c1ccc(Cl)c(Cl)c1,27,i,-40
O=C(/C=C/c1ccccc1)CC(O)(c1ccccc1)C(F)(F)F (centres undefined),22,i,-19
C=C(C)Cn1c(NCCOC)nc2c1c(=O)[nH]c(=O)n2C,9,i,-17
CC(/C=N/n1c(COc2ccccc2)n[nH]c1=S)=C\c1ccccc1,6,i,-20
COc1cccc(C(=O)Nc2nnc(SCC(=O)NC3CC3)s2)c1,9,i,6
COc1cc2c(cc1OC)CN(C(=O)CCNS(=O)(=O)c1ccc(Br)cc1)CC2,27,i,-17
CN(C)c1cc(NC(=O)CN2CCOCC2)c2ccccc2n1,9,6.7*,-1
N#Cc1ccc(NC(=O)Cn2c3[n+](c4ccc(C(F)(F)F)cc42)CCCCC3)cc1,25,i,-10
COc1ccc(C2(C(=O)Nc3nncs3)CCCC2)cc1,8,i,-17

# Screens: PubChem BioAssay, several laboratories
